High-throughput results: PubChem, several laboratories
OXTR ag: human OXTR agonists, primary screen, fluorescence, CHO-OTR cells, Fluo-8 calcium; Fluo-8 calcium fluorescence; normalized: DMSO 0%, oxytocin 100%; AID 2435, 2010; Oxytocin receptor (Homo sapiens), P30559; activation, % at 3 µM; 320,000 compounds, 0.32% hits;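 active means activation above the mean of all tested compounds plus 3 SD, cutoff set per screening run, cut at about 20% in these data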;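 further: peak over basal fluorescence ratio from a 100 s FLIPR kinetic read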
Target sequence (P30559 whole entry, looked up): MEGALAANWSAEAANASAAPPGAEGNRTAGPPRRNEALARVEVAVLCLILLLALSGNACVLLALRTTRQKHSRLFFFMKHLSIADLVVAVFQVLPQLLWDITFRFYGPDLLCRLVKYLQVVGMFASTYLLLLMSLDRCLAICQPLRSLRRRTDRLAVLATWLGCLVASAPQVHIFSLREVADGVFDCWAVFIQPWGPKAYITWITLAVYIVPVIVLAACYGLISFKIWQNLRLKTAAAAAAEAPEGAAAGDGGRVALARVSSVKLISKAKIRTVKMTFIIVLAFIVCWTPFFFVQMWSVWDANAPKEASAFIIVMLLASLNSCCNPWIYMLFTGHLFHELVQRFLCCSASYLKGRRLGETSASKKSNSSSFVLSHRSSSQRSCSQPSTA
PHOSPHO1 block: PubChem AID 1565; recombinant PHOSPHO1, absorbance phosphatase assay; inhibition, % at 13.3 µM; 290,000 compounds, 1.1% hits; in the data active means inhibition above about 60%
Target sequence (Q8TCT1 whole entry, looked up): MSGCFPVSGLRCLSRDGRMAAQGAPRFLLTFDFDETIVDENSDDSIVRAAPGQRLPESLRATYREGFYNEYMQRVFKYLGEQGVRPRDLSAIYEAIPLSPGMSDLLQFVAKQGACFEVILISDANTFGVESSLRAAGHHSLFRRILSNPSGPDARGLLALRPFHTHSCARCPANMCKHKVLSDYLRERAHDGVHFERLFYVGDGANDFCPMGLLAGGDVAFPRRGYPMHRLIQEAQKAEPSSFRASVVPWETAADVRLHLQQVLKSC
FID counter: compounds displacing fluorescent DNA intercalator, primary screen, artefact control for HCV NS3 helicase inhibitor project, biochemical, FID fluorescence | inhibition, % at 7.9 µM | DNA fluorescent intercalator displacement | 290,000 compounds, 0.17% hits; in the data active means inhibition above about 37%;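 further: 0% = vehicle and 100% = reference compound; higher means more ethidium bromide displaced from hairpin DNA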
NALP1 inh: NALP1 inflammasome inhibitors in reconstituted yeast, colorimetric, S. cerevisiae, triplicate retest. inhibition, % at 10 µM. 280,000 compounds, 0.61% hits. S. cerevisiae NALP1/ASC/caspase-1 growth, X-gal OD620, 72 h; in the data active means inhibition mostly above about 24%, no sharp cut-off; inactive means mostly below about 32%; further: some compounds called inactive have numbers as strong as hits
MEKK2wt PB1 HTS: modulators of MEK5 binding to wildtype MEKK2, primary screen, biochemical, multiplex bead flow cytometry, Alexa488-MEK5. Mitogen-activated protein kinase kinase kinase 2 (Homo sapiens), Q9Y2U5. Alexa488-MEK5 binding to MEKK2 WT; actives lie on both sides. binding response (% of control), % at 10 µM. 290,000 compounds, 1.1% hits. AID 1531, 2009; in the data active means binding response below about 67% or above about 130%
MEKK2mut PB1 HTS: MEK5 binding signal on mutant MEKK2 PB1, primary screen, biochemical, multiplex bead flow cytometry, Alexa488-MEK5. Alexa488-MEK5 binding to MEKK2 mutant. percent response, % at 10 µM. 290,000 compounds, 0.35% hits; in the data active means percent response above about 24%, passing the limit was not always enough; further: inactives centre near 1; some results filed as inactive read as strong as hits; reference of the scale not given here
MEKK3 PB1 HTS: modulators of MEKK3-MEK5 PB1 binding, primary screen, biochemical, wildtype MEKK3, multiplex bead flow cytometry, Alexa488-MEK5 | Mitogen-activated protein kinase kinase kinase 3 (Homo sapiens), Q99759 | bead-based flow cytometry, Alexa488-MEK5 binding to MEKK3; actives lie on both sides; 0 = blocked by unlabeled MEK5, 100 = vehicle | binding response (% of control), % at 10 µM | 290,000 compounds, 1.4% hits | AID 1529, 2009;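 active means binding response more than 3 SD above or below the average of its plate-row segment, actives on both sides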;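 further: Alexa488 bead fluorescence after subtracting the streptavidin-only scavenger bead signal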
GPR7 antag: GPR7 receptor antagonists, primary screen, cell-based, fluorescence, single concentration. Neuropeptides B/W receptor type 1 (Homo sapiens), P48145. GPR7-expressing cells, fluorescence antagonist assay. inhibition, % at 4.4 µM. 290,000 compounds, 1.1% hits. AID 1861, 2009; in the data active means inhibition above about 16%, passing the limit was not always enough;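 further: cells stimulated with the agonist NPW; 0% = agonist with vehicle and 100% = vehicle without agonist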
Target sequence (P48145 whole entry, looked up): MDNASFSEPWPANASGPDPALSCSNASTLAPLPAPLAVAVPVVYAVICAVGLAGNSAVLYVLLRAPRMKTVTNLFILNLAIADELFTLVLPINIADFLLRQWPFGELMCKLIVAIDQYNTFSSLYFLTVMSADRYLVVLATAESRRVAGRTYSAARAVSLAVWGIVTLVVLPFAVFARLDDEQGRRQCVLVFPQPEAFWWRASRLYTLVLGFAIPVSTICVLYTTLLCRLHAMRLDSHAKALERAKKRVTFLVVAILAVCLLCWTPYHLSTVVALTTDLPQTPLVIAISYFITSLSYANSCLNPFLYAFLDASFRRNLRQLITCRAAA
M18AAP inhibitor: PfM18AAP inhibitors, malaria aminopeptidase, primary screen, biochemical, QFRET, recombinant enzyme; 290,000 compounds, 1.2% hits; H-Glu-NHMec fluorogenic cleavage; inhibition, % at 7.35 µM;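 active means inhibition above the campaign mean inhibition over all tested compounds plus 3 SD, cut at about 28% in these data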;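 further: 0% = plate median of test compound wells and 100% = 2 mM ZnCl2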
Numbers without * were called inactive; x = not tested or not shown.

nr	structure	FID counter	MEKK3 PB1 HTS	M18AAP inhibitor	MEKK2wt PB1 HTS	MEKK2mut PB1 HTS	NALP1 inh	GPR7 antag	PHOSPHO1 block	OXTR ag
1	Cn1c2c(c(=O)n(C)c1=O)C(c1cccc([N+](=O)[O-])c1)Nc1ccccc1O2 (stereo unspecified)	-6	95	1	96	4	-11	4	9	0.7
2	O=C(Cc1ccc(Cl)cc1)Nc1ccc(Cl)cn1	-2	112	-4	121	17	17	-9	19	-2.4
3	O=C(CSCc1ccccc1)Nc1ccc2c(c1)C(=O)NC2=O	0	105	-2	99	0	22	24*	8	0.6
4	CCOc1ccc(NC(=O)NCCN2CCN(c3cccc(C)c3C)CC2)cc1	18	103	2	110	8	16	13	9	9.1
5	CCNS(=O)(=O)c1ccc(NS(C)(=O)=O)cc1	2	104	-5	100	5	-6	15	-4	0.5
6	Cc1ccc(NC(=O)CCOc2ccccc2)c(C)c1	-13	96	-16	96	-4	2	2	6	x
7	CC(=O)c1ccc(N2CCN(C(=O)C3CCN(S(=O)(=O)c4cccs4)CC3)CC2)cc1	-49	100	5	99	3	4	2	32	4.5
8	c1ccc(CCNc2ncnc3c2cnn3-c2ccccc2)cc1	-10	84	-1	96	7	16	-9	0	-1.9

New compounds follow.
nr	structure	FID counter	MEKK3 PB1 HTS	M18AAP inhibitor	MEKK2wt PB1 HTS	MEKK2mut PB1 HTS	NALP1 inh	GPR7 antag	PHOSPHO1 block	OXTR ag
9	O=C(CNS(=O)(=O)c1c(Cl)cccc1Cl)N1CCCCCC1	-10	105	-5	113	3	-7	5	8	0.5
10	C/C(=N/NC(=O)c1sc(=S)n(C)c1C)c1ccccc1	7	104	-1	114	19	22	-9	-16	-1.8
11	CCOC(=O)c1c(C)n(CCOc2ccccc2)c2ccc(O)cc12	-21	107	6	104	8	7	-19	30	-0.2
12	Cc1ccccc1N1C(=O)C(Oc2ccc(Cl)cc2)C1CNCC1CCCO1 (stereo unspecified)	10	107	-12	114	5	-5	-4	-19	-0.6
13	CC1=C(C(=O)OC(C)C)C(c2ccc(N(C)C)cc2)C2=C(CC(C)(C)CC2=O)N1 (stereo unspecified)	-6	110	6	109	2	20	-4	-21	-1.4
14	CC(C)(C)SC(C(=O)N1CCOCC1)c1ccc(Br)cc1 (stereo unspecified)	-29	101	9	102	12	2	-9	41	-0.2
15	Cc1ccc(S(=O)(=O)c2cccc(S(=O)(=O)N3CCCC3)c2)cc1S(=O)(=O)N1CCCC1	-11	104	-7	98	2	6	6	6	16
16	COc1ccc(CCNC(=O)C2C3CCC(C3)C2C(=O)O)cc1OC (stereo unspecified)	3	105	0	108	10	-1	-12	34	-0.5

13 entries from above in a different format.
Fields – FID counter, MEKK3 PB1 HTS, M18AAP inhibitor, MEKK2wt PB1 HTS, MEKK2mut PB1 HTS, NALP1 inh, GPR7 antag, PHOSPHO1 block, OXTR ag
#2 O=C(Cc1ccc(Cl)cc1)Nc1ccc(Cl)cn1
→ -2, 112, -4, 121, 17, 17, -9, 19, -2.4
#3 O=C(CSCc1ccccc1)Nc1ccc2c(c1)C(=O)NC2=O
→ 0, 105, -2, 99, 0, 22, 24*, 8, 0.6
#4 CCOc1ccc(NC(=O)NCCN2CCN(c3cccc(C)c3C)CC2)cc1
→ 18, 103, 2, 110, 8, 16, 13, 9, 9.1
#5 CCNS(=O)(=O)c1ccc(NS(C)(=O)=O)cc1
→ 2, 104, -5, 100, 5, -6, 15, -4, 0.5
#6 Cc1ccc(NC(=O)CCOc2ccccc2)c(C)c1
→ -13, 96, -16, 96, -4, 2, 2, 6, x
#7 CC(=O)c1ccc(N2CCN(C(=O)C3CCN(S(=O)(=O)c4cccs4)CC3)CC2)cc1
→ -49, 100, 5, 99, 3, 4, 2, 32, 4.5
#8 c1ccc(CCNc2ncnc3c2cnn3-c2ccccc2)cc1
→ -10, 84, -1, 96, 7, 16, -9, 0, -1.9
#9 O=C(CNS(=O)(=O)c1c(Cl)cccc1Cl)N1CCCCCC1
→ -10, 105, -5, 113, 3, -7, 5, 8, 0.5
#10 C/C(=N/NC(=O)c1sc(=S)n(C)c1C)c1ccccc1
→ 7, 104, -1, 114, 19, 22, -9, -16, -1.8
#11 CCOC(=O)c1c(C)n(CCOc2ccccc2)c2ccc(O)cc12
→ -21, 107, 6, 104, 8, 7, -19, 30, -0.2
#12 Cc1ccccc1N1C(=O)C(Oc2ccc(Cl)cc2)C1CNCC1CCCO1 (stereo unspecified)
→ 10, 107, -12, 114, 5, -5, -4, -19, -0.6
#13 CC1=C(C(=O)OC(C)C)C(c2ccc(N(C)C)cc2)C2=C(CC(C)(C)CC2=O)N1 (stereo unspecified)
→ -6, 110, 6, 109, 2, 20, -4, -21, -1.4
#14 CC(C)(C)SC(C(=O)N1CCOCC1)c1ccc(Br)cc1 (stereo unspecified)
→ -29, 101, 9, 102, 12, 2, -9, 41, -0.2

Other compounds
nr	structure	FID counter	MEKK3 PB1 HTS	M18AAP inhibitor	MEKK2wt PB1 HTS	MEKK2mut PB1 HTS	NALP1 inh	GPR7 antag	PHOSPHO1 block	OXTR ag
17	COc1ccc(C(=O)NCC(=O)OCC(=O)N2CCCc3ccccc32)cc1	-5	104	-3	114	14	28	-3	6	-0.9
18	O=C(NCC1CCCCC1)c1cccc([N+](=O)[O-])c1	3	101	1	106	3	2	-2	35	-1.3
19	CC1(C)CC(=O)C2=C(C1)NC1=C(C(=O)c3ccccc31)C2c1ccccc1 (stereo unspecified)	-10	105	1	95	2	17	0	-18	-1.3
20	COc1ccc(-c2csc(-n3ncc(-c4ccccn4)c3N)n2)cc1	-11	106	3	96	0	-6	-6	20	-0.1
21	CCC(=O)N1CC2(CC(c3cccc([N+](=O)[O-])c3)=NO2)C[C@H]1C(=O)NCC(N)=O (stereo partly specified)	2	106	2	108	6	19	1	3	0.2
22	CCOC(=O)c1c(CN2CCOCC2)n(-c2ccccc2)c2cc(Br)c(O)c(CN(C)C)c12	-13	104	8	108	8	12	-3	-10	-1.6
23	CCC(C)[C@H](NC(=O)NCc1ccccn1)C(=O)OC (stereo partly specified)	-1	105	-4	108	13	4	14	20	0.4
24	Cc1ccc(-c2csc(NC(=O)CSc3nc(C)cs3)n2)cc1	-16	110	-4	96	0	4	-3	-10	-2.0

New compounds follow
nr	structure	FID counter	MEKK3 PB1 HTS	M18AAP inhibitor	MEKK2wt PB1 HTS	MEKK2mut PB1 HTS	NALP1 inh	GPR7 antag	PHOSPHO1 block	OXTR ag
25	Cc1ccc(C)c(NC(=O)CSc2nnc(-c3cc(C)[nH]n3)n2N)c1	-11	101	12	100	-1	20	-1	17	0.1
26	CCn1cc(C(=O)Nc2ccc3c(c2)OCCO3)c2cc(OC)c(OC)cc2c1=O	-27	108	-13	110	9	1	-2	11	-1.4
27	N=C1S/C(=C\c2cccc3ccccc23)C(=O)N1c1ccc(F)cc1	0	144*	4	102	0	22	-8	0	4.6
28	O=C(NCC1CCCN(C(=O)Cc2ccccc2Cl)C1)c1ccc(F)cc1 (stereo unspecified)	-32	100	-1	96	-3	14	24	17	1.8
29	COc1cccc(-c2ccc(SCC(=O)N3CCN(c4ccccc4)CC3)nn2)c1	-1	104	-6	107	8	36	-3	-23	-1.4
30	CC1CCN(C(=O)c2cc3ccccc3cc2O)CC1	-25	99	23	104	4	8	-11	38	0.8
31	Cc1cc(OCC(=O)NCCN2CCOCC2)cc(C)c1Br	-2	100	3	107	6	1	-1	1	0.7
32	CCn1nnc(NC(=O)CSc2ccc(Cl)cc2)n1	-1	105	-1	105	10	-17	-15	-30	-0.1

(more compounds)
nr	structure	FID counter	MEKK3 PB1 HTS	M18AAP inhibitor	MEKK2wt PB1 HTS	MEKK2mut PB1 HTS	NALP1 inh	GPR7 antag	PHOSPHO1 block	OXTR ag
33	Cc1cc(=O)oc2cc(OCC(=O)OCC(=O)N3CCc4ccccc43)ccc12	-1	106	3	108	4	24	-7	-10	-0.5
34	CCCc1ccc(OCC(O)CN2CCN(CCO)CC2)cc1 (stereo unspecified)	9	110	-1	114	6	1	0	x	0.8
35	Cc1csc2c(=O)n(CCO)c(=O)[nH]c12	0	109	1	103	3	x	-3	28	0.9
36	O=c1cc(-c2ccncc2)oc2c1ccc1ccccc12	-22	102	6	106	4	4	-13	46	-1.7
37	COc1ccc(C(=O)CSc2nnnn2Cc2ccccc2)cc1	-12	71	2	76	-15	18	-4	2	-1.4
38	CCCCNC(=O)CC1N=C2c3ccccc3N=C(SCC(=O)Nc3ccccc3C)N2C1=O (stereo unspecified)	-34	100	-4	95	2	-6	-14	15	-0.2
39	CCOC(=O)Cn1cc(/C=N/NC(=O)c2cc3ccccc3o2)c2ccccc21	-18	97	16	92	0	x	26*	3	-1.0
40	CCOc1ccc(NC(=O)CCCN2C(=S)NC(C)(C)CC2C)cc1 (stereo unspecified)	-17	95	-11	96	-1	26	-3	-10	-0.7

(more compounds)
nr	structure	FID counter	MEKK3 PB1 HTS	M18AAP inhibitor	MEKK2wt PB1 HTS	MEKK2mut PB1 HTS	NALP1 inh	GPR7 antag	PHOSPHO1 block	OXTR ag
41	N#Cc1ccc(C23CC4(C2)[C@H](CN(Cc2ccc(C(F)(F)F)cc2)[C@@H]4c2ccccc2)C3c2ccc(C(F)(F)F)cc2)cc1 (stereo partly specified)	x	107	x	95	3	x	x	22	0.2
42	NC(=O)c1cc(S(=O)(=O)Nc2ccc(OC(F)(F)F)cc2)cs1	-1	96	1	101	-1	-2	5	20	0.8
43	CCNc1ccc(C(=O)OCC)cc1NC(=O)c1cccc(S(=O)(=O)N2CCOCC2)c1	-20	108	1	107	7	4	-12	16	0.1
44	O=C(CSc1nnc(Cc2csc(Nc3cccc(Cl)c3)n2)o1)N1CCc2ccccc21	-8	103	-4	98	-4	-2	0	5	-1.9
45	O=C(NCc1ccc(F)cc1)C1CCN(C(=O)Nc2ccc(F)cc2)CC1	-8	98	-6	96	-4	32	0	-30	-0.2
46	C=CCn1c(SCC(=O)NCC)nc2sc3c(c2c1=O)CCC3	-17	108	5	106	4	-5	-15	55	-0.9
47	C/C(=N\NC(=S)NCCc1ccccc1)c1ccc(O)cc1O	-3	98	25	93	-3	-24	2	17	13
48	CCC1(C)Cc2c(sc3nc(SC)nc(N)c23)CO1 (stereo unspecified)	-2	107	0	109	3	28	4	0	-2.7
